# Source: PubChem BioAssay
# NPR1 activator = GC-A (human) enzyme activation. P16066. HEK293 GC-A cells, cGMP TR-FRET, EC30 ANP; 0% at EC30 ANP, 100% saturating ANP. activation, % at 10 µM. hit rate 0.14% among 370,000. AID 1671463; in the data active = activation above about 40%
# ASAP1 inh = ASAP1 ArfGAP inhibition. ASAP1-stimulated ARF1 GTP hydrolysis, GDP FP detection. inhibition, % at 16.5 µM. hit rate 0.19% among 360,000. AID 624377; in the data active = inhibition above about 25%;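 note: 0% = vehicle with enzyme and substrate and 100% = no enzyme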
# sPLA2-III inh = Blocks human group III sPLA2 activity; hit rate 0.56% among 370,000; QFRET BODIPY PC-A2 liposome hydrolysis, fluorescence; inhibition, % at 12.2 µM; AID 743126;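 active = inhibition above mean plus 3 SD of compounds lying within the high and low control bounds, cut at about 19% in these data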;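 note: 0% = median of test compound wells and 100% = no enzyme DMSO wells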
# rCAG binder = r(CAG) repeat RNA binding; inhibition, % at 3 µM; TO-PRO-1 dye displacement fluorescence; hit rate 1.3% among 370,000;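 active = inhibition above the plate cutoff, the mean of all test compounds on that plate plus 3 SD, cut at about 35% in these data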;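 note: 0% = DMSO alone and 100% = 100 µM mitoxantrone as full dye displacement; higher means more dye released from RNA so lower well fluorescence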
# FXN GAA850 act = frataxin GAA850 promoter activation; hit rate 0.56% among 360,000; HEK293 lucGAA850 FXN promoter luciferase reporter, 24 h; percent of 10 µM SAHA response; activation, % at 6 µM;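 active = activation above the average of all compounds screened plus 3 SD, cutoff fixed separately per campaign, cut at about 7.5% in these data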;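 note: 0% = DMSO wells and 100% = 10 µM SAHA wells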
# ARFGAP1 inh = inhibits rat ARF GTPase activating protein 1 | Q62848 | Arfgap1-stimulated ARF1 GTP hydrolysis, GDP FP detection | inhibition, % at 16.5 µM | hit rate 0.26% among 360,000;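 active = inhibition above a per-plate limit, mean inhibition of low control wells plus 3 SD, cut at about 25% in these data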;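 note: 0% = DMSO wells with enzyme and 100% = wells lacking Arfgap1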
#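 system = rat Arfgap1 catalytic domain, aa 1-136 | technique = FP, GDP Alexa 633 tracer displaced from anti-GDP antibody, 620/688 nm | compound = one concentration, 16.5 µM, DMSO 1.26% | medium = HEPES-based buffer, pH 7.5 | timing = compound-enzyme preincubation 20 min, reaction 120 min, detection 60 min, 25 °C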
# ADAM10 inh = inhibits human ADAM10. recombinant ADAM10, EDANS/DABCYL FRET peptide cleavage, 3 h. inhibition, % at 7 µM. hit rate 0.62% among 370,000;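 active = inhibition above a per-campaign cutoff equal to the mean of compounds falling between control-based bounds plus 3 SD, cut at about 20% in these data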;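 note: 0% = DMSO wells while the 100% control is not disclosed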
# Target sequence (O14672 214-748 limits assumed): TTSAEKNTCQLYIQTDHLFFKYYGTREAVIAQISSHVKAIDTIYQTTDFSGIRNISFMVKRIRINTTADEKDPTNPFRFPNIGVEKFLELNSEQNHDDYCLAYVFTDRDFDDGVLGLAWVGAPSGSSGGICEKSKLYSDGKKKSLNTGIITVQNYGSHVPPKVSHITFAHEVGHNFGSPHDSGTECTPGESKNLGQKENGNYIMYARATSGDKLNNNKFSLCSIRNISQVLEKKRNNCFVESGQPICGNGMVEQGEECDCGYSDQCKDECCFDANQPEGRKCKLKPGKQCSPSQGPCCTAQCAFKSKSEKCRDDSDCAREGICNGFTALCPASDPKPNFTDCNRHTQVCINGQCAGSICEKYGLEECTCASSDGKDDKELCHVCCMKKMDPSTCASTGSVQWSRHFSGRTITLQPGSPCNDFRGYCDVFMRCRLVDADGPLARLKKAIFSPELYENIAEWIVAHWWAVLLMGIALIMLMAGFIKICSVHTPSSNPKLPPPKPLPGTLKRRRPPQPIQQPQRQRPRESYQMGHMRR
# DDE Tn6 FP inh = disrupts Tn6 cyclic peptide binding to fibrin D-Dimer-E complex; Fibrin DD(E) TRITC-Tn6 fluorescence polarization displacement; hit rate 0.21% among 370,000; inhibition, % at 8.3 µM; AID 720509; P02675;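 active = inhibition above a per-campaign cutoff: mean of compounds within control limits plus 3 SD, cut at about 15% in these data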;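 note: 0% = median of all compound wells on the plate and 100% = blocking peptide control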
# Target sequence (P02675 whole entry, looked up): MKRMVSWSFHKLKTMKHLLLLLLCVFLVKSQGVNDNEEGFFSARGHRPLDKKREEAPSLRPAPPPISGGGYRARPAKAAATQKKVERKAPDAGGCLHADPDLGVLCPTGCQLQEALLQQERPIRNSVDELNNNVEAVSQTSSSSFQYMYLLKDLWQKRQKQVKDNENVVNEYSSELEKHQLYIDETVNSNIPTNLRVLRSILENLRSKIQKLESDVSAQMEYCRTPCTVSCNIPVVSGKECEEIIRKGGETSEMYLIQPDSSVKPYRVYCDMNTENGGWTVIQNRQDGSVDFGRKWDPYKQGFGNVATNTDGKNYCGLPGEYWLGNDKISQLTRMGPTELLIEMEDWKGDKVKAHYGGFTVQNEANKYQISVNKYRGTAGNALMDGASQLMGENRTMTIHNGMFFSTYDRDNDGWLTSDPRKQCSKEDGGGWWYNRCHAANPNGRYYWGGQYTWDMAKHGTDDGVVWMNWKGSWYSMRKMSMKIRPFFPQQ
# proKLK7 act = proKLK7 (human) activation, primary screen; P49862; purified proKLK7, EDANS-DABCYL substrate fluorescence; 100% is mature enzyme control, 0% vehicle; activation, % at 7 µM; hit rate 0.9% among 370,000;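 active = activation above the mean of all tested compounds plus 3 SD, computed per campaign excluding outliers beyond control limits, cut at about 13% in these data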
# NPR2 activator = GC-B (human) receptor activation; activation, % at 10 µM; HEK293-GC-B cells, CNP EC30, cGMP TR-FRET; 0% at EC30 CNP, 100% saturating CNP; hit rate 0.11% among 370,000; AID 1920062;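 active = activation at 10 µM reaching about 35% in either raw or pattern-adjusted values, limit read from the data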
# * marks the source's active call; other numbers are inactive results; i = inactive; . = not tested or not shown.
SMILES,NPR1 activator,ASAP1 inh,sPLA2-III inh,rCAG binder,FXN GAA850 act,ARFGAP1 inh,ADAM10 inh,DDE Tn6 FP inh,proKLK7 act,NPR2 activator
O=C(NC1=NCCS1)c1ccc([N+](=O)[O-])cc1Cl,-1,5,1,-2,2.7,3,-4,5,-0.5,2
COc1cc(NC(=O)c2cc(-c3cccnc3)nc3ccc(Br)cc23)cc(OC)c1,-7,4,2,4,-2.6,2,5,-2,-0.4,-4
COc1ccc(OCc2cc(=O)c3ccc4c(c3o2)C=CC(C)(C)O4)cc1OC,5,5,-17,4,0.7,10,14,-4,0.4,-6
Cc1ccccc1N1CCN(C2CCCN(C(=O)c3cn4c(C)cccc4n3)C2)CC1 (stereo not drawn),7,-9,1,-6,-1.6,7,0,3,0.5,6
CC(C)C(=O)Nc1nnc(SCC(=O)NCC2CCCO2)s1 (stereo not drawn),-1,-4,1,1,1.1,8,1,-3,0.6,-1
O=[N+]([O-])c1cccc2[nH]c(CNc3nc(N4CCOCC4)nc4c3ncn4-c3ccsc3)nc12,7,.,-9,.,.,.,13,-2,.,3
O=C1COc2cccnc2N1,6,-13,0,0,0.1,-7,-8,-1,0.6,4
O=C(CCC(=O)N1CCN(c2ccc(F)cc2)CC1)c1ccccc1,1,2,5,-4,1.4,2,-1,1,0.4,3
CC(=O)Nc1nc(NCc2ccccc2Cl)n(-c2ccccc2)n1,-10,-9,4,-2,3.5,3,5,-1,-0.3,-9
OCC(Cc1ccccc1)Nc1c2ccccc2nc2ccccc12 (stereo not drawn),-11,-4,-4,5,-0.6,3,i,-8,-2.5,-12
COc1ccc(-c2cn3cccnc3n2)cc1NC(=O)c1cccs1,-3,12,16,5,1.9,-2,-381,0,3.9,6
O=C(c1ccco1)N1N=C(c2cccs2)CC1c1cc([N+](=O)[O-])ccc1O (stereo not drawn),2,8,-50,54*,-0.6,1,8,-6,-0.5,-2
Cc1nnc(N/N=C/c2ccccc2O)n1N,1,0,-4,-4,0.3,2,-3,1,-0.4,0
CCN1CCN(C(=O)c2ccc3c(=O)n(CCC4=CCCCC4)c(=O)[nH]c3c2)CC1,7,9,-8,-5,-0.1,-2,-12,-7,-3.0,0
CCC(C)N1CCN(S(=O)(=O)c2ccc(NC(C)=O)cc2)CC1 (stereo not drawn),0,4,1,-1,-0.5,10,3,0,0.2,-3
Nc1c(C(=O)NCCN2CCOCC2)c2nc3ccccc3nc2n1CCc1ccccc1,16,12,-12,7,-1.5,-7,i,-1,-27,5
COCC(=O)Nc1c(C(=O)Nc2ccccc2OC)oc2ccccc12,5,-3,1,3,2.1,16,-4,-6,0.2,-3
CC12CCCC(C(C#N)C(N)=O)(C1)NC(=O)C2C#N (stereo not drawn),-2,0,13,3,1.5,1,-2,3,0.1,2
CCC1(N(C(C)=O)c2ccc(OC)cc2)C(=O)c2ccccc2C1=O,0,1,1,-8,1.1,7,4,-7,-0.2,0
Cc1nn(CC(=O)NCCC2=CCCCC2)c(C)c1[N+](=O)[O-],-2,-7,-6,0,0.3,-4,-3,3,0.4,2
COc1ccc(N/C=C/C(=O)c2ccc(C)cc2)c([N+](=O)[O-])c1,-2,16,5,0,3.7,-8,10,3,0.3,-3
Cn1nnc2c[n+](CC(=O)c3ccc4ccccc4c3)cc(Br)c21,-19,5,-51,9,-2.2,1,-13,3,-1.3,-13
CCOC(=O)C1CCCN(C(=O)c2cn(C)c(=O)c3cc(OC)c(OC)cc23)C1 (stereo not drawn),1,4,10,-5,-1.1,2,-18,2,0.6,9
C=CCN(c1ccc(C(=O)Nc2cccc(C)c2)cc1)S(C)(=O)=O,-3,-4,-1,-2,1.4,10,3,4,0.8,4
O=C(CN1CCN(c2ccccn2)CC1)Nc1nc2ccccc2s1,5,-1,-8,-5,1.5,-12,-4,5,0.0,-4

# (cont.)
SMILES,NPR1 activator,ASAP1 inh,sPLA2-III inh,rCAG binder,FXN GAA850 act,ARFGAP1 inh,ADAM10 inh,DDE Tn6 FP inh,proKLK7 act,NPR2 activator
C[C@H](CO)N1C[C@H](C)[C@@H](CN(C)S(=O)(=O)c2ccccc2)Oc2ccc(NC(=O)Nc3ccccc3)cc2C1=O,2,4,-35,8,-1.2,-3,9,1,-0.6,3
CC(C)(C)NC(=O)/C(=C\C=C\c1ccccc1)NC(=O)c1ccc([N+](=O)[O-])cc1,-3,-10,-9,-2,-0.8,3,6,-1,-0.8,3
CCOC(=O)c1cnn(-c2nc(OC)cc(OC)n2)c1C(F)(F)F,1,-1,-1,-4,0.0,0,2,0,0.2,-2
C[C@H](NC(=O)c1nc[nH]c1C(=O)N[C@@H](C)c1ccccc1)c1ccccc1,1,6,-1,-1,3.6,9,12,3,0.2,-2
COc1ccccc1N1CCN(C(=O)c2cc(-c3ccccc3)nc3c2cnn3C(C)C)CC1,13,-13,10,1,0.2,-4,-10,2,0.3,11
O=C(NC(=S)Nc1ccccn1)c1cncc(Br)c1,2,-15,8,3,3.6,-2,-14,1,6.8,-2
Cn1nc(-c2ccccc2F)c2cc(C(=O)Nc3ccc4c(c3)OCCO4)sc21,4,5,-9,13,0.5,8,7,-8,-15,1
S=C(NCc1ccncc1)Nc1cccc(Cl)c1,3,0,5,-1,3.3,6,-8,7,-0.6,4
Cc1cnc(C(=O)Nc2ccc(C)c(S(=O)(=O)N3CCCCC3)c2)cn1,-3,0,7,2,1.3,0,-12,-3,0.5,-4
O=C(NCCCNC(=O)c1ccccn1)c1ccc(Cl)cc1,-3,-4,3,-4,0.0,4,-1,7,-0.3,0
COc1ccc(C(=O)N(C)Cc2ccon2)cc1OC1CCN(C(C)C)CC1,-1,21,3,-4,3.0,3,-15,-1,0.0,-1
CCN1C(=O)N[C@@H](CCc2ccccc2)C(C(C)=O)=C1C,4,-7,11,3,0.3,-1,10,0,-0.1,4
COc1ccc(-c2noc(C3CCCN(C(=O)NC4CCC(C)CC4)C3)n2)cc1 (stereo not drawn),-1,.,2,0,.,.,-3,0,0.6,-2
O=S1(=O)c2ccc(Br)cc2OC[C@@H](Cc2ccccc2)N1Cc1cn(CC2CCCCC2)nn1,-1,.,18,3,.,.,5,-1,-0.4,8
C/C(=N\OCC(=O)OC(C)C(=O)Nc1ccc(C(N)=O)cc1)c1ccc2c(c1)OCO2 (stereo not drawn),-5,0,1,-1,0.3,3,-13,-10,-0.4,0
CSc1ncc(Cl)c(C(=O)Nc2ccccc2Cl)n1,0,-16,5,2,2.0,-8,4,12,-0.5,-9
CC(C)(C)n1nnnc1C(c1cc2ccccc2o1)N1CCCC1 (stereo not drawn),-4,-9,-8,1,.,6,3,-4,0.2,-8
O=C(NCc1ccccc1)c1ccc(-c2ccccc2F)o1,8,-9,-6,-2,3.0,-1,1,-4,0.8,-6
O=C(COc1ccc(Cl)cc1)N1CCN(S(=O)(=O)c2ccc(Cl)cc2)CC1,-5,-10,0,-1,1.3,-1,-1,-4,-0.1,-5
CN1CCN(C2=NC(=O)/C(=C/c3ccccc3OS(=O)(=O)c3ccccc3)S2)CC1,-4,-5,-2,0,0.7,-2,0,-4,0.6,-12
Nc1ncc(Br)cc1S(=O)(=O)NCCC(=O)N1CCN(c2ccccn2)CC1,2,-1,-6,-1,2.5,7,1,-2,0.7,-10
Cc1ccccc1C(C)NS(=O)(=O)c1ccc2c(c1)OCCO2 (stereo not drawn),-2,5,-2,-1,0.9,7,-2,2,-0.3,2
COCc1nnc(NC(=O)C(C)C)s1,4,-1,2,0,2.8,-3,-5,2,-0.1,5
O=C(O)c1cc(N2C(=O)C3C4C=CC(C4)C3C2=O)ccc1N1CCOCC1 (stereo not drawn),5,-5,-1,-1,0.5,10,1,5,-0.2,-2
OC(CN1CCN(c2ccccc2F)CC1)c1ccc(F)cc1 (stereo not drawn),4,-1,6,-9,0.9,-7,-5,3,-0.4,0

# (listing goes on)
SMILES,NPR1 activator,ASAP1 inh,sPLA2-III inh,rCAG binder,FXN GAA850 act,ARFGAP1 inh,ADAM10 inh,DDE Tn6 FP inh,proKLK7 act,NPR2 activator
COC(=O)C(Cc1ccccc1)NS(=O)(=O)c1ccccc1Br (stereo not drawn),3,0,9,-1,1.8,-4,-10,-1,-0.1,1
CCOC(=O)C1=C(C)NC(=O)NC1/C=C/c1ccccc1OC (stereo not drawn),-8,0,-1,-4,4.0,1,-3,-1,0.5,-4
CN1C(=O)c2ccccc2N(C)C1c1ccccc1Cl (stereo not drawn),-1,4,-1,-6,-1.5,1,i,1,0.9,-2
Nc1ccccc1S(=O)(=O)NC1=NCCCCC1,2,-6,3,-2,-0.1,7,-10,-2,-0.2,4
Cc1c(-c2ccccc2Cl)nc2ccccc2c1C(=O)O,3,5,4,0,4.8,-6,-3,-2,-0.3,2
O=C(c1cccc(S(=O)(=O)N2CCCC2)c1)N(Cc1ccco1)C1CCS(=O)(=O)C1 (stereo not drawn),0,-7,8,-6,0.3,-7,-9,-3,-0.1,0
CC(C)(C)C(=O)Nc1ccc(F)cc1[N+](=O)[O-],-9,2,4,0,-0.3,2,7,1,-0.2,1
Cc1cc(NC(=O)CSc2nnc(-c3ccc(O)cc3)o2)no1,-4,3,-6,-2,0.7,-1,-4,-2,-0.2,-1
CC(=O)N1CCN(C(=O)CNC(=O)c2ccc(C)s2)CC1,3,-12,-4,1,1.0,1,0,0,0.1,5
Fc1ccccc1CNC(=S)NC1CCCCC1,1,11,14,-5,0.4,13,-7,7,-0.2,0
Cn1c(SCC(=O)Nc2cc([N+](=O)[O-])ccc2F)nnc1C(F)(F)F,1,9,1,1,0.7,16,-6,1,-0.1,4
CCS(=O)(=O)c1ccc2oc(Nc3ccccc3Cl)nc2c1,1,-8,-14,6,4.8,-7,1,-4,0.2,1
Cc1cc(C)cc(NC(=O)NNC(=O)c2cc3occc3[nH]2)c1,3,-3,4,16,-1.1,3,2,1,-0.2,1
O=[N+]([O-])c1ccc(CS(=O)(=O)N2CCN(c3ccccc3)CC2)cc1,-1,0,0,2,-0.4,9,-3,2,0.6,-2
CCCCN(C(=O)c1cc2c(s1)CCC2)c1c(N)n(CCCC)c(=O)[nH]c1=O,0,-20,5,9,0.2,-12,-17,8,0.8,-1
CC(=O)Nc1ccc(N/C=C2/CCCC2=O)cc1,-4,-1,7,-2,2.6,5,-4,-2,0.5,6
O=C(NC1CCCCC1)C1c2ccccc2OCC(=O)N1Cc1ccco1 (stereo not drawn),0,-3,6,0,.,14,8,7,-0.3,-2
NC(=O)C1CCN(C(=O)c2cccc(S(=O)(=O)N3CCc4ccccc4C3)c2)CC1,0,-11,1,-4,1.3,-7,-2,1,0.7,7

# Rewritten with tabs: entries from further up.
canonical_smiles	NPR1 activator	ASAP1 inh	sPLA2-III inh	rCAG binder	FXN GAA850 act	ARFGAP1 inh	ADAM10 inh	DDE Tn6 FP inh	proKLK7 act	NPR2 activator
CC(=O)Nc1ccc(N/C=C2/CCCC2=O)cc1	-4	-1	7	-2	2.6	5	-4	-2	0.5	6
Cc1c(-c2ccccc2Cl)nc2ccccc2c1C(=O)O	3	5	4	0	4.8	-6	-3	-2	-0.3	2
CCOC(=O)C1=C(C)NC(=O)NC1/C=C/c1ccccc1OC (stereo not drawn)	-8	0	-1	-4	4.0	1	-3	-1	0.5	-4
CCCCN(C(=O)c1cc2c(s1)CCC2)c1c(N)n(CCCC)c(=O)[nH]c1=O	0	-20	5	9	0.2	-12	-17	8	0.8	-1
Nc1ccccc1S(=O)(=O)NC1=NCCCCC1	2	-6	3	-2	-0.1	7	-10	-2	-0.2	4

# Compounds were not picked by outcome, and some 4.5% of all compounds hit somewhere here.
